# Bioassay records: PubChem, Sanford-Burnham Center for Chemical Genomics
# TIM10 inh: inhibits growth of TIM10 yeast strain; S. cerevisiae TIM10 strain growth, BacTiter-Glo luminescence, 24 h; inhibition, % at 10 µM; hit rate 1.4% among 330,000; AID 463195;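 active = inhibition of 40% or more at the single tested concentration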;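 also: wild-type TIM10 isogenic control strain grown at permissive 25 °C; 0% = DMSO yeast wells and 100% = minimal medium wells without yeast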
# APJ antag: antagonists of human APJ apelin receptor; inhibition, % at 20 µM; CHO-K1 APJ beta-arrestin complementation, luminescence; hit rate 0.32% among 330,000; P35414;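 active = inhibition above about 40% at 20 µM, limit read from the data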;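 also: cells challenged with 10 nM apelin-13 agonist together with compound; plate controls were apelin-13 plus DMSO wells for no effect and DMSO wells lacking apelin-13 for full effect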
# Target sequence (P35414 whole entry, looked up): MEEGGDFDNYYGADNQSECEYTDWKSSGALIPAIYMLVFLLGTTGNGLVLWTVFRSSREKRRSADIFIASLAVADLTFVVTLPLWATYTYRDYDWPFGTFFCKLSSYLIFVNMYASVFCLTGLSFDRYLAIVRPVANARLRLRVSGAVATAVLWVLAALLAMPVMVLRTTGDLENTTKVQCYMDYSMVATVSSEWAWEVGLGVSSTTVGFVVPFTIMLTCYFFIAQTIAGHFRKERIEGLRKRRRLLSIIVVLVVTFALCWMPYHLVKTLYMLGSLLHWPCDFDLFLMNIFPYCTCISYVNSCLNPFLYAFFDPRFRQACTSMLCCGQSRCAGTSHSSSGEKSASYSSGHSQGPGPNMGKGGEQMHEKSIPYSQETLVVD
# tim23-1 inh: inhibits growth of tim23-1 mutant yeast; S. cerevisiae tim23-1 growth, BacTiter-Glo luminescence, 24 h; hit rate 1.3% among 330,000; inhibition, % at 20 µM;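 active = growth inhibition of the mutant yeast at or above 50%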;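 also: temperature-sensitive mutant grown at 25 °C; plate controls were DMSO-treated mutant yeast for no effect and medium wells lacking yeast for full effect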
# APJ ag: activates the human apelin receptor APJ; P35414; CHO-K1 APJ PathHunter beta-arrestin, luminescence; 0% DMSO wells, 100% apelin; activation, % at 20 µM; hit rate 0.11% among 330,000; AID 2520;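 active = activation more than six SD over the plate average, tested at 20 µM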;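 also: 0% = DMSO alone and 100% = apelin-13 at 10 nM; some results filed as inactive read as strong as hits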
#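 Assay system – PathHunter CHO-K1 APJ (AGTRL-1) beta-arrestin reporter cells · Compound – one dose, 20 µM compound, 1% DMSO · Timing – compound 90 min 25 °C, reagent 1 h · Measured by – luminescence from split beta-galactosidase complementation, Galacton Star/Emerald II substrate · Measure – beta-arrestin recruitment to APJ as agonist activity, luminescent signal · Benchmarks – DMSO vs Apelin-13 10 nM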
# MPTP block: permeability transition pore inhibition; isolated mouse mitochondria, Ca2+ swelling absorbance, 30 min; inhibition, % at 10 µM; hit rate 1.4% among 360,000; AID 602449;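 active = inhibition of 50% or more, scaled per plate between neutral and stimulator controls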;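 also: 0% = DMSO wells given calcium and 100% = 1 mM EGTA wells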
# beta cell repl: MIN6 beta-cell proliferation induction | hit rate 0.29% among 330,000 | MIN6 cells proliferation, ATPlite luminescence, 48 h; cells starved in 0.2% serum; 100% = growth in 10% serum | AID 2380 | proliferation, % at 10 µM;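 active = compounds whose signal lies at least 3.5 SD above the mean of all wells on their plate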;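 also: 0% = DMSO-treated cells in low-serum medium and 100% = 10% serum control; some compounds called inactive have numbers as strong as hits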
# NALP3 yeast inh: blocks the NALP3 inflammasome reconstituted in yeast; hit rate 0.39% among 330,000; Yeast reconstituted NLRP3/ASC/caspase-1, beta-gal luminescence, 24 h; inhibition, % at 10 µM;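 active = inhibition of 50% or more; inactive = inhibition below 50%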;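 also: plate controls were induced DMSO wells for no effect and uninduced yeast grown without galactose for full effect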
# GRIN3A LBD mod: modulates the human NR3A ligand-binding domain | Tm shift relative to glycine control, % at 25 µM | hit rate 2.5% among 340,000 | NR3A LBD differential scanning fluorimetry, Tm shift; 0% = protein alone, 100% = glycine-bound protein;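 active = melting temperature shift of at least 10% of the positive control shift, at one fixed dose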
# tim10-1 inh: growth inhibitors of tim10-1 mutant yeast. S. cerevisiae tim10-1 ts strain growth, BacTiter-Glo, 24 h. inhibition, % at 20 µM. hit rate 2.2% among 330,000;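 active = inhibition of at least 40%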;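 also: mutant grown at 25 °C; 0% = DMSO wells with yeast and 100% = wells holding no yeast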
# An asterisk follows results filed as active; . = not tested or not shown.
SMILES,TIM10 inh,APJ antag,tim23-1 inh,APJ ag,MPTP block,beta cell repl,NALP3 yeast inh,GRIN3A LBD mod,tim10-1 inh
Cc1ccc(OCc2ccc(C(=O)Nc3nccs3)o2)cc1,4.1,-3.2,2.2,-0.4,-2.1,-2.8,13.7,0.8,1.0
CCN(C[C@H]1N[C@@](Cc2ccccc2)(C(=O)OC)[C@H]2C(=O)N(C)C(=O)[C@@H]12)S(=O)(=O)c1ccc(-c2ccccc2)cc1,4.1,2.8,12.9,-2.3,-0.7,-3.1,8.1,1.2,3.6
CCSC1=C(C#N)C2(CCCCC2)C2=C(CC(C)(C)CC2=O)N1,8.1,-26.3,16.3,-1.3,0.7,-4.0,-3.5,-1.4,28.3
COc1ccc(C2(C)NC(=O)N(CC(=O)Nc3ccc(S(=O)(=O)N4CCCC4)cc3)C2=O)cc1 (stereo not given),-9.4,-4.1,5.4,-0.8,0.8,-1.5,-5.8,-0.2,13.5
COc1ccc(Cl)cc1N/C(N)=N/c1nc(C)cc(=O)[nH]1,-2.6,0.8,9.9,-1.2,-0.7,0.4,1.6,-0.4,-5.5
COc1cccc(C2C(C(=O)Nc3ccc(C)cc3C)=C(C)Nc3ncnn32)c1OC (stereo not given),11.7,9.9,-9.7,-1.0,3.2,0.4,10.2,2.7,15.2
CCOC(=O)c1ccc(NC(=O)CSc2nc3c(c(=O)n2-c2ccccc2OC)SCC3)cc1,6.2,18.3,9.9,-4.9,-1.3,-2.4,6.0,-6.2,-8.7
COc1ccc(C(=O)CSc2nc3ncccc3[nH]2)cc1OC,-2.4,9.6,4.0,-0.6,0.8,-2.1,3.6,0.5,-4.7
CCc1nnc(NC(=O)CSc2ccc(-c3ccco3)nn2)s1,-19.3,-1.3,-5.8,0.3,-0.7,-1.9,14.5,-1.1,21.7
CCc1c(C)c2ccc(OC(C)C(=O)NC(Cc3c[nH]c4ccc(O)cc34)C(=O)O)c(C)c2oc1=O (stereo not given),-2.0,-11.4,7.9,-1.7,-1.5,-0.7,4.9,-1.9,1.0
CC(C)C(OC(=O)c1cccs1)C(=O)NCc1cccs1 (stereo not given),-1.8,11.3,11.6,3.4,-0.4,-2.2,9.7,-0.6,7.8
NNC(=O)c1cc2c(s1)CCCCCC2,22.3,-20.5,41.9,-0.2,3.7,-4.1,-5.9,-1.0,23.9
CC(C)Cc1ccc(S(=O)(=O)N2CCCC2)cc1,15.7,-5.4,34.7,-5.7,-0.4,0.8,18.2,2.2,17.3
Cc1ccc(Cc2nnc(SCC(=O)Nc3ccccc3C)[nH]c2=O)cc1,-5.8,-1.1,-12.2,-5.7,1.2,-1.9,6.3,-0.4,-22.8
COc1ccc(S(=O)(=O)N2CC3CCCN3c3cc(C(F)(F)F)ccc32)cc1 (stereo not given),-8.9,13.7,-0.1,5.3,-0.9,-5.9,-2.0,-2.2,22.6

# 2 consecutive compounds from above, for reference:
SMILES,TIM10 inh,APJ antag,tim23-1 inh,APJ ag,MPTP block,beta cell repl,NALP3 yeast inh,GRIN3A LBD mod,tim10-1 inh
Cc1ccc(Cc2nnc(SCC(=O)Nc3ccccc3C)[nH]c2=O)cc1,-5.8,-1.1,-12.2,-5.7,1.2,-1.9,6.3,-0.4,-22.8
COc1ccc(S(=O)(=O)N2CC3CCCN3c3cc(C(F)(F)F)ccc32)cc1 (stereo not given),-8.9,13.7,-0.1,5.3,-0.9,-5.9,-2.0,-2.2,22.6

# (list continues)
SMILES,TIM10 inh,APJ antag,tim23-1 inh,APJ ag,MPTP block,beta cell repl,NALP3 yeast inh,GRIN3A LBD mod,tim10-1 inh
CC(O)C(NS(=O)(=O)c1ccc(Cl)cc1)C(=O)OCc1nnc(-c2ccccc2)o1 (stereo not given),3.4,2.9,2.2,-4.0,2.6,-1.2,5.8,0.3,-1.4
Cc1ccc(C)c(NC(=O)COC(=O)c2cccc(S(=O)(=O)N3CCCCC3)c2)c1,-3.6,-2.8,14.0,-5.0,-2.0,0.1,10.3,1.0,7.8
CCOC(=O)c1cnc(/N=C/N(C)C)s1,7.8,10.5,-4.9,-1.1,0.4,2.6,4.1,0.0,10.8
COc1ccccc1NC(=O)CN1CCOCC1,-15.1,8.4,-4.8,0.6,-1.1,-0.8,-0.4,-0.9,-12.3
CCn1c(=O)n(Cc2ccco2)c(=N)c2c3c(sc21)COC(C)(C)C3,-1.2,0.1,15.5,-1.8,-2.2,-0.7,1.9,-0.7,22.0
CC(=O)C1=C(c2ccccc2)NC(=S)NC1c1cc(Cl)c(OC(C)C)c(Cl)c1 (stereo not given),30.3,-10.8,32.2,-1.2,2.1,-6.5,14.8,-4.9,32.5
O=c1c2cc3c(cc2[nH]c(=S)n1CCN1CCOCC1)OCO3,4.3,-1.1,1.0,-0.6,0.5,1.3,1.2,0.5,12.1
O=c1c2cn[nH]c2nc(SCc2cc(=O)n3cc(Br)ccc3n2)n1-c1ccc(Br)cc1,11.4,37.1,1.0,-1.3,-1.3,-4.8,3.5,-21.5,16.2
O=C(Nc1ccc(Oc2c(F)c(F)c(F)c(F)c2F)cc1)OC1CCN2Cc3ccccc3N=C12 (stereo not given),16.0,-2.4,17.9,7.1,0.4,-4.2,2.1,-1.7,29.1
COc1cccc2sc(Nc3nnc(-c4ccc(F)cc4)o3)nc12,12.0,0.6,31.6,-2.6,0.6,-5.8,18.8,-9.0,-26.1
Cc1ccc(OCC(=O)N/N=C\c2cn(C)c3ccccc23)c([N+](=O)[O-])c1,12.8,2.2,-2.6,-2.2,2.4,-2.3,-0.5,0.0,40.8*
CCOC(=O)C1CCN(C(=O)Cn2cc(C(=O)c3ccco3)c3ccccc32)CC1,0.1,9.0,-12.6,-5.5,-0.2,1.1,8.6,7.2,-1.9
Cc1c(NC(=O)C(c2ccccc2)c2ccccc2)cccc1C(=O)O,-6.6,17.2,0.7,0.7,-0.2,0.9,-4.9,-0.1,-8.4
N#CCSc1ccccc1NC(=O)COC(=O)Cc1c[nH]c2ccccc12,3.0,-9.8,9.6,2.3,0.1,0.6,3.9,-1.2,9.2
COc1cccc(COC(=O)C2CCN(S(=O)(=O)c3ccc(C)cc3C)CC2)c1OC,0.5,8.9,15.7,-6.2,-0.9,-0.1,19.6,1.6,14.1
CC(=O)Nc1ccc(OS(=O)(=O)c2ccccc2C)cc1,-4.3,-0.5,8.6,-2.5,-1.2,-0.2,30.2,0.6,6.4
CCNC(=S)NNC(=O)c1cc(C)on1,-7.5,20.2,2.4,0.7,1.2,0.8,12.7,-2.2,19.1
Cc1ccc(-c2nc(C3CCN(S(C)(=O)=O)CC3)no2)cc1,-4.3,8.0,3.5,-1.8,-5.8,5.1,16.2,0.7,12.3
O=C(CNC(=O)c1ccc(Cl)cc1Cl)OCc1nnc(-c2ccccc2)o1,9.2,14.6,20.9,-2.8,-0.3,-2.0,16.3,1.0,13.9
CC(=O)c1cccc(NC(=O)COC(=O)COc2c(Cl)cc(Cl)c3ccc(C)nc23)c1,14.9,-1.9,11.2,-1.1,-5.0,0.0,-6.6,2.4,15.4
CNC(=O)c1cc(S(=O)(=O)Nc2ccc3c(c2)OCCO3)ccc1C,-2.7,8.1,-9.9,1.0,-2.2,-1.6,5.4,-0.2,-10.1
Cc1ccc(C(=O)Nc2ccc(O)c(C(=O)O)c2)o1,10.5,16.9,11.5,-1.0,-0.8,0.0,3.2,5.0,-3.5
O=C(CSc1ccc2c(c1)OCCO2)NCC1CCCO1 (stereo not given),0.7,0.7,26.4,0.3,-0.5,-2.7,21.5,0.1,9.8
O=C1c2cccc3cccc(c23)C(=O)N1c1ccc(O)cc1,14.5,-12.4,7.4,-1.7,0.2,-0.8,11.4,-1.4,10.7
NS(=O)(=O)c1ccc(NS(=O)(=O)c2ccc(Br)cc2)cc1,-10.8,-1.2,11.7,-3.6,-1.2,-1.4,2.3,2.8,-14.4
CS(=O)(=O)NC1CCN(Cc2ccccc2)CC1,0.0,2.8,7.0,-3.9,-1.0,-1.4,-4.3,-0.3,18.5
O=C1C(Cl)=C(N2CCOCC2)C(=O)N1c1ccccc1,21.7,7.1,25.2,-0.3,-1.9,-3.4,11.0,2.2,24.7
Cc1occc1C(=O)NNC(=S)Nc1ccccc1,6.8,22.4,-5.8,-6.7,-2.7,0.5,7.5,0.4,2.5
CN(C)S(=O)(=O)c1cccc(NC(=O)CCSc2ccc(Cl)cc2)c1,35.0,-14.4,31.7,1.6,30.2,-1.0,-6.7,-4.9,32.2
CCC1CCC2(CC1)NC(=O)N(CC(=O)N1CCc3ccccc31)C2=O (stereo not given),3.9,4.0,16.5,-3.0,0.0,-4.2,-8.1,0.2,4.8
CCc1nc2ccccc2c(C(=O)OC2CCOC2=O)c1C (stereo not given),-16.3,-7.7,3.7,-1.4,0.6,-0.9,9.0,1.4,10.3
O=C(NCC1CCCO1)c1sc2ccccc2c1Cl (stereo not given),9.8,8.4,19.8,-2.9,-0.9,-2.3,17.0,11.0*,-8.5
Nc1c(C(=O)c2ccc(Cl)cc2)sc2c1c(=O)[nH]c(=O)n2-c1ccccc1,27.7,5.2,18.1,-0.4,-20.9,0.0,8.1,-5.8,27.9
COc1ccc(NS(=O)(=O)c2cc(C(=O)N3CCC3)ccc2C)cc1,-11.3,2.8,-8.9,-3.0,-1.1,3.4,12.7,-2.5,-5.6
CC(C)CNC(=O)CC(NCC(C)C)C(=O)O (stereo not given),1.6,4.3,14.0,1.6,.,-0.7,7.1,.,1.6
CCOC(=O)N1CCc2c(sc3nc4n(c(=O)c23)N=C(C)CS4)C1,0.8,2.7,14.3,1.7,0.0,4.5,5.4,-0.8,6.0
CCOC(=O)C1=C(C)OC(N)=C(C#N)C1c1c(C)nn(-c2ccccc2)c1Cl (stereo not given),24.4,2.1,46.5,3.3,0.0,-1.9,-1.5,-2.8,52.6*
Cc1ccc(NS(=O)(=O)c2cc(-c3cc(C)no3)ccc2C(C)C)nc1,11.9,-2.4,17.2,-1.2,-0.4,-1.3,7.4,-1.1,17.8
O=C(COc1ccccc1)NS(=O)(=O)c1ccccc1,6.1,28.2,0.7,1.2,-1.8,0.0,22.4,-3.5,-1.8
O=C(Nc1ccc(F)cc1)c1cccc2c1C(=O)N(CC1CCCO1)C2 (stereo not given),6.5,13.3,15.9,-4.2,-0.9,1.6,26.6,1.7,18.4
CN(CC(=O)NCc1ccco1)S(=O)(=O)c1ccc(F)cc1,-16.3,17.5,14.0,-1.2,-0.7,-1.9,-0.9,0.9,9.2
COc1ccc(CNC(=O)CN(C(=O)CCC(=O)Nc2ccccn2)c2ccc3c(c2)OCO3)cc1,-3.1,-1.5,12.0,-1.3,-2.3,1.2,5.9,-1.5,21.0
O=C(Nc1ccncc1)c1cccc(F)c1,-6.8,-1.9,9.4,-1.4,0.2,0.0,16.7,-0.4,4.4
O=C(Nc1ccc(N2CCOCC2)cc1)C1CC(=O)N(c2ccc(F)cc2)C1 (stereo not given),-17.7,15.9,3.8,-2.5,-2.8,0.6,-3.5,1.4,9.4
CCCCOc1ccc(S(=O)(=O)NCc2csc(C)n2)cc1,16.7,12.2,31.3,-0.4,7.1,-1.4,16.0,2.3,19.2
O=C(c1ccc(S(=O)(=O)N2CCCC2)cc1)N1CCN(c2ccccc2F)CC1,6.9,-4.7,17.8,3.5,0.2,-0.7,11.6,-0.5,0.9
O=C(OCCCOC(=O)c1ccccc1O)c1ccccc1O,-5.5,11.3,-0.8,4.0,.,2.7,-0.3,.,-15.6
